# TAAR1 antagonist = human TAAR1 antagonism | AID 624466 | Q96RJ0 | actives 1.5% (n = 360,000) | inhibition, % at 3 µM | CHO RD-HGA16 TAAR1, Fluo-8 calcium fluorescence, antagonist;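 active = inhibition above a per-plate cutoff, the mean inhibition of test compounds on that plate plus 3 SD, cut at about 49% in these data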;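 note: 0% = DMSO plus EC80 beta-PEA response and 100% = DMSO alone without agonist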
# Target sequence (Q96RJ0 whole entry, looked up): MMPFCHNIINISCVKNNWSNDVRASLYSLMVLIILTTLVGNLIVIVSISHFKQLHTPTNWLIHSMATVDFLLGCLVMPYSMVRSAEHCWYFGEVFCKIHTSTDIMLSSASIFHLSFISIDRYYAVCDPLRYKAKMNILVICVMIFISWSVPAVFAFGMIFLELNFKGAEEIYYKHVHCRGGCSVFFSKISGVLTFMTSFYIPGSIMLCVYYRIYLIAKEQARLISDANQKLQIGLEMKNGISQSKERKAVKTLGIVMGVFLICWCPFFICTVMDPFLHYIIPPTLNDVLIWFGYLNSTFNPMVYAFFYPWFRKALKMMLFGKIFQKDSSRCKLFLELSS
#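 System: RD-HGA16 CHO cells with stable hTAAR1 and Gα16 | Probe or stimulus: EC80 β-phenethylamine stimulus | Dosing: 3 µM, single point | Times: Dye loading 75 min at 37 °C, then 30 min room temperature | Measured by: Fluo-8 calcium-sensitive fluorescence | Read-out basis: % inhibition of agonist calcium response | Replicates: n of 1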
# M1 PAM parental = counter-screen for M1 PAMs: effect in parental CHO-K1 cells. ATP EC20, Fluo-8 calcium fluorescence; 0% at ATP EC20, 100% at ATP max. activation, % at 3 µM. actives 0.02% (n = 360,000);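 active = activation above the run cutoff, the mean activation of all test compounds plus 3 SD, cut at about 40% in these data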;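 note: peak over basal fluorescence ratio in a 140 s read after ATP addition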
# OXTR ag = agonists of human oxytocin receptor; actives 0.32% (n = 320,000); CHO-OTR cells, Fluo-8 calcium fluorescence; normalized: DMSO 0%, oxytocin 100%; AID 2435; activation, % at 3 µM;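 active = activation above the mean of all tested compounds plus 3 SD, cutoff set per screening run, cut at about 20% in these data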;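 note: peak over basal fluorescence ratio from a 100 s FLIPR kinetic read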
# M1 ag parental = nonselective activator or artifact in parental CHO-K1 cells; AID 602248; actives 0.48% (n = 360,000); activation, % at 3 µM; Fluo-8 calcium fluorescence; scaled to maximal ATP response, vehicle zero; in the data active = activation above about 15%;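 note: untransfected CHO-K1 host cells lacking M1 receptor as counterscreen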
# CHO parental Ca = signal in parental CHO cells, OX1R antagonist counter-screen. parental CHO-K1, ATP-induced calcium, Fluo-8 fluorescence. inhibition, % at 5.6 µM. actives 0.63% (n = 330,000);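 active = inhibition above that plate's mean sample inhibition plus 3 SD, cut at about 26% in these data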;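 note: 0% = ATP-challenged DMSO wells and 100% = DMSO wells without ATP; some compounds past the cut are filed as inactive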
#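 Test system: untransfected parental CHO cell line. Compound: one dose, 5.6 µM nominal. Detection: intracellular calcium via Fluo-8 no-wash fluorescent dye. Measure: % inhibition. Benchmarks: ATP-challenged DMSO wells low, unchallenged DMSO wells high.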
# CHO-K1 Ca antag = counter-screen for M1 antagonists: effect in parental CHO-K1 cells; actives 0.6% (n = 360,000); inhibition, % at 3 µM; AID 602250; ATP-induced calcium, Fluo-8 fluorescence;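 active = inhibition above a per-plate cutoff, the plate's mean sample inhibition plus 3 SD, cut at about 24% in these data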;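 note: 0% = DMSO plus EC80 ATP and 100% = DMSO alone without ATP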
# V1aR counter = counter-screen for oxytocin receptor agonists: human V1a receptor agonists. CHO-V1R cells, Fluo-8 calcium fluorescence, agonist mode; 0% DMSO, 100% 3 nM vasopressin. P37288. actives 0.25% (n = 320,000). activation, % at 3 µM;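 active = activation above the mean activation of all tested compounds plus 3 SD, per screening run, cut at about 20% in these data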;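 note: signal is peak over basal fluorescence ratio across a 100 second FLIPR read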
# Target sequence (P37288 whole entry, looked up): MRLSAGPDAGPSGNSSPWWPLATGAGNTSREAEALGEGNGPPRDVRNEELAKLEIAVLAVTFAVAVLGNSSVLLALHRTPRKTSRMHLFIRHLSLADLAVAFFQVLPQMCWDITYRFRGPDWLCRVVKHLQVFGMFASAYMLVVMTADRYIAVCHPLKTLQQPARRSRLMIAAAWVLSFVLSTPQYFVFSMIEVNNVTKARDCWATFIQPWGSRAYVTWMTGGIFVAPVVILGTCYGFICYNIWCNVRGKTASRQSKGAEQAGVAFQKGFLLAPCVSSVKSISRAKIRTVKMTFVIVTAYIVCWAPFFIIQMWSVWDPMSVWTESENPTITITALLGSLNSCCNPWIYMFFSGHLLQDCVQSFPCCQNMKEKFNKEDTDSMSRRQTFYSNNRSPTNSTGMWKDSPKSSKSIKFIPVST
# OXTR potentiator = human OXTR potentiation | P30559 | CHO-OTR cells, Fluo-8 calcium fluorescence, potentiator mode; 0% = oxytocin EC15, 100% = EC100 | activation, % at 3 µM | actives 0.061% (n = 320,000) | AID 2445;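 active = activation above that plate's cutoff, the mean activation of tested compounds plus 3 SD, cut at about 6.6% in these data, passing the limit was not always enough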;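 note: 100% uses oxytocin at 75 nM as the full agonist control; some results filed as inactive read as strong as hits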
#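 Assay system: CHO cell line stably expressing human OTR. Reagent: EC15 oxytocin agonist. Dosing: single dose, 3.0 µM nominal final compound concentration. Timing: compound 6 min at room temperature before oxytocin, 100 s read. Signal: kinetic Fluo-8 calcium fluorescence. Controls: oxytocin EC15 low and EC100 high.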
# GPR7 antag = antagonists of human GPR7 (neuropeptides B/W receptor 1); P48145; AID 1861; actives 1.1% (n = 290,000); GPR7-expressing cells, fluorescence antagonist assay; inhibition, % at 4.4 µM; in the data active = inhibition above about 16%, passing the limit was not always enough;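 note: cells stimulated with the agonist NPW; 0% = agonist with vehicle and 100% = vehicle without agonist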
# Target sequence (P48145 whole entry, looked up): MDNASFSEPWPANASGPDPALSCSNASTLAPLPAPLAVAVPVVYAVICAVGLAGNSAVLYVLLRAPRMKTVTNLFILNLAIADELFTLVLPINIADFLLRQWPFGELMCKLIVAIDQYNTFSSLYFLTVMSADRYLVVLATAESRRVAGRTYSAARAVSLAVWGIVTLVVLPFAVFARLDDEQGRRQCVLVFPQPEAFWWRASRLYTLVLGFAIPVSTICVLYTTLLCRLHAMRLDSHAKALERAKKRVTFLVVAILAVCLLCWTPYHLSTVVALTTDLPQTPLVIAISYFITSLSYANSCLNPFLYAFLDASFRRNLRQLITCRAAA
# * hit, by the source's call; nt = no result given.
SMILES,TAAR1 antagonist,M1 PAM parental,OXTR ag,M1 ag parental,CHO parental Ca,CHO-K1 Ca antag,V1aR counter,OXTR potentiator,GPR7 antag
N[C@@H](Cc1ccc(O)cc1)c1nnc([C@H](CCC(=O)O)NC(=O)C2CCNCC2)o1,8,13,1.7,4.3,-6,-10,2.3,-2,-5
CCC1C(=O)Nc2ccccc2N1C(=O)c1ccc(Cl)nc1 (stereo unspecified),-11,20,0.4,2.3,-3,0,-0.1,2,-10
CCOC(=O)c1cc([N+](=O)[O-])sc1NC(=O)c1ccc(S(=O)(=O)N2CC3(C)CC2CC(C)(C)C3)cc1 (stereo unspecified),-19,20,0.4,0.5,-8,-7,1.2,-3,2
O=S(=O)(c1ccccc1)N1CCN(c2cc(-c3ccccc3)nc3ncnn23)CC1,45,9,4.5,2.8,2,3,6.8,-5,11
Cn1c(C(C#N)C2=C(Cl)C(=O)N(c3ccccc3)C2=O)nc2ccccc21 (stereo unspecified),nt,nt,8.2,nt,19,nt,8.7,-8,-11
CN(CC(=O)Nc1ccccc1Cl)CC(=O)Nc1cccc2ccccc12,43,-19,-0.3,4.0,-11,-7,0.6,-4,nt
Nc1ncnc2c1ncn2[C@@H]1O[C@H](C(=O)N[C@H]2c3ccccc3C[C@H]2O)[C@@H](O)[C@H]1O,-5,14,nt,0.5,nt,-7,nt,nt,nt
Cn1ccc2c(-c3cccnc3)cc3c(c21)C1CCC3C1 (stereo unspecified),-12,28,nt,0.2,nt,-10,nt,nt,nt
O=C(CCCNC(=O)c1ccc(Cl)cc1)Nc1ccc(Br)cc1,15,6,2.4,-0.5,-3,-8,3.0,-10,1
COCCn1c(SCC(=O)Nc2cccc(OC)c2)nnc1-c1ccccc1,-16,14,0.0,0.4,-15,-3,0.6,3,-16
COc1ccc(NC(=S)N2CCN(S(=O)(=O)c3ccc(F)cc3)CC2)cc1OC,3,-10,2.2,1.1,-17,-3,2.8,-4,1
O=c1[nH]c(-c2ccc(-c3cccc(Cl)c3)o2)nc2ccccc12,22,5,1.4,0.7,-6,-7,1.2,0,nt
Cc1ccc(NC(=O)CCS(=O)(=O)c2ccc3nc(C)sc3c2)c(C)c1,-1,6,nt,0.1,nt,-5,nt,nt,nt
N#CCCN(C(=O)CSc1nc2ccccc2c(=O)[nH]1)c1ccc(F)cc1,-3,5,1.9,1.5,-20,-13,1.1,-2,nt
CCCCc1nn(-c2cc(Cl)ccc2OC)c2c1C(=O)CC(C)(C)C2,-27,-3,-0.9,-1.2,-19,0,-1.9,-2,-5
COc1cc(/C=N/n2c(C3CCCCC3)n[nH]c2=S)cc(OC)c1O,-12,-13,-1.9,13,-8,15,0.0,0,-10
CC(=O)C1=CCC(c2cccc(Cl)c2)N(S(=O)(=O)c2ccc(C)cc2)C1 (stereo unspecified),23,12,nt,3.3,nt,9,nt,nt,nt
CCOC(CN=c1nc(N(C)C)ss1)OCC,3,12,nt,6.3,nt,-6,nt,nt,nt
O=C(CCc1nc2ccccc2c(=O)[nH]1)OCC(=O)N1CCc2ccccc21,-14,24,-1.8,0.1,-17,-16,-1.3,1,1
CCOc1ccc(OCC)c(NC(=O)C2CCCN(c3nc(C)cc(C)n3)C2)c1 (stereo unspecified),nt,21,-1.9,0.2,-21,-12,-2.1,-7,-14
CN(CC(=O)NC1CCCCC1)S(=O)(=O)c1ccc2c(c1)c(=O)n(C)c(=O)n2C,-11,-4,-0.1,0.5,-1,-7,0.8,-1,-14
CC(C)C(O)(C#CCN1CCCC1)c1ccccc1 (stereo unspecified),-17,19,1.1,1.8,-10,-10,1.1,-5,12
O=[N+]([O-])c1ccc(/C=N/n2c(COc3ccccc3)n[nH]c2=S)cc1,-4,7,-0.5,0.6,-13,-3,6.9,-1,4
Cc1ccc(C(C)C)cc1OCC(=O)NC1CCCCCCC1,10,2,-1.6,-0.3,-28,1,-1.5,-1,nt
Cc1csc(NC(=O)c2ccc(N3CCCC3=O)cc2)n1,10,-16,2.1,0.2,-4,4,1.9,1,-8
COc1ccccc1OCC(=O)NCCS(=O)(=O)N1CCN(c2ccccc2)CC1,-12,-7,-1.2,0.6,-21,-1,-1.3,-3,nt
Cc1cc(=O)oc2cc(OC(C)C(=O)Nc3ccc(C(N)=O)cc3)ccc12 (stereo unspecified),7,-17,1.0,0.3,7,7,1.6,7,nt
CCOc1cc(C2NC(=O)NC2=O)ccc1O (stereo unspecified),-13,-11,1.5,0.1,-13,-1,0.1,-5,-8
CCOC(=O)c1c(NC(=O)CSC(=S)N(C)C)sc(C)c1C,-4,16,-1.3,0.3,-21,-4,-0.3,-6,-17
c1ccc2c(CCNc3ncnc4nc[nH]c34)cccc2c1,67*,-2,12,11,34*,24,9.2,-8,8
CCOC(=O)c1nc(Nc2ccccc2)c2ccccc2n1,26,15,-1.9,1.4,-14,-38,-1.0,-2,-7
CCNC(=O)NC(=O)C(C)Sc1nnc(COc2ccccc2Cl)o1 (stereo unspecified),-19,18,1.1,0.4,-12,-6,1.2,-3,0
CSc1ccccc1C(=O)NCc1ccc(C)cc1,104*,-14,-0.5,0.3,-2,5,0.5,5,-3
Cc1c(Cl)cnc(NC(=O)COC(=O)[C@H](C)NC(=O)c2ccccc2)c1Cl,-10,-6,0.1,-0.2,-15,-4,1.0,1,nt
COc1cccc(S(=O)(=O)N2CCN(c3ccccc3F)CC2)c1,7,19,-0.8,1.3,-16,-9,0.3,-7,7
O=C(CCn1c(=O)oc2ccccc21)NCc1ccco1,-11,-6,0.4,0.3,-1,0,0.3,-2,1
COCCN1CCN(C(=O)C2CCC(=O)N(Cc3ccccc3OC)C2)CC1 (stereo unspecified),-13,1,1.1,0.9,-1,-10,0.1,-5,-11
O=C(NCC(c1cccnc1)N1CCOCC1)NC1CCCCC1 (stereo unspecified),3,7,1.9,0.2,-4,-7,0.5,0,-13
COc1ccc(CN2CCCC(C(=O)N3CCCCC3)C2)cc1 (stereo unspecified),1,-3,-0.1,4.3,-6,-5,1.9,-6,-4
COc1ccc(S(=O)(=O)CC2(O)CCN(C(=O)CC(C)C)CC2)cc1,-3,13,1.0,7.5,4,-9,0.4,3,-6
CCOC(=O)N1CCC(n2c(SCC(=O)N3CCC(C)CC3)nc3ccccc3c2=O)CC1,24,14,-3.1,3.3,-13,0,-1.0,0,5
CSc1ncccc1C(=O)OCC(=O)N(CC(C)C)C1CCS(=O)(=O)C1 (stereo unspecified),11,17,0.4,0.7,-7,-9,-1.0,-8,6
COCc1cn(CC(=O)c2sc(NC(=O)C(C)(C)C)nc2C)nn1,0,21,nt,0.9,nt,-17,nt,nt,nt
CSc1ccc(C(=O)C2CCCN(C(=O)c3ccc4c(c3)no[n+]4[O-])C2)cc1 (stereo unspecified),-24,3,2.7,1.9,-9,-6,3.7,2,-3
CCOC(=O)C1CCN(C(=O)c2n[nH]c(=O)c3ccccc23)CC1,-7,-4,-0.1,-0.1,-10,8,0.4,3,-6
CC(=O)c1ccc(NC(=O)C[n+]2cccc(C)c2)cc1,7,2,0.9,0.1,-6,-2,1.2,-6,5
CCOC(=O)C1=C(C)NC2=C(C(=O)c3ccccc32)C1c1cccnc1 (stereo unspecified),7,8,-1.8,3.3,-23,-5,-0.9,-8,-3
O=C(Oc1cccc2ccccc12)c1ccccc1,7,15,nt,-0.1,nt,-2,nt,nt,nt
COC(=O)C1CCN(C(=O)COC(=O)CC(NC(N)=O)c2ccc(Cl)cc2)CC1 (stereo unspecified),-4,15,-0.5,0.3,15,-9,-0.5,-9,-3
O=C(CSc1ccc(Cl)cc1)NCc1ccco1,10,17,-2.2,-0.7,2,-12,-0.6,-11,-5
CN1C2C=CC(=O)C1C1C(=O)N(c3ccccc3)C(=O)C12 (stereo unspecified),-21,12,nt,0.9,nt,-3,nt,nt,nt
Cc1ccc(C(=O)Nc2nnc(-c3ccco3)o2)cc1C,-9,2,-0.8,0.5,-7,4,0.3,-3,15
CCOC(=O)CNC(=O)N1c2ccccc2Sc2ccccc21,-16,18,-1.8,0.8,-10,-4,-0.3,2,-14
CCOC(=O)c1sc2nc(C)c3c(c2c1N)CC(C)(C)OC3,8,18,-1.9,0.8,-17,-9,-1.3,-13,4
Cc1cc(NC(=O)CN2CCCC(C)C2)no1 (stereo unspecified),-6,15,0.2,0.2,-8,-3,1.1,-3,-5
COc1ccc(CCN2CCCC(CN(C)C(=O)c3ccoc3C)C2)cc1 (stereo unspecified),-16,7,-0.4,-0.1,3,-5,0.7,-4,-12
Cc1c(/C=N/NC(=O)COc2ccccc2[N+](=O)[O-])c2ccccc2n1C,12,19,-1.3,2.8,-15,-3,-1.2,-5,6
Cc1cc(C)cc(C(=O)NCC(=O)OCC(=O)NCC(F)(F)F)c1,-12,24,-1.2,-0.5,-9,-20,-0.5,2,0
COc1ccccc1CCNC(=O)C1CCCO1 (stereo unspecified),13,-8,1.1,-0.6,1,7,-0.2,-6,-12
CCOc1ccc(Br)cc1CC(=O)O,-1,6,-0.7,-0.1,-24,-3,-0.4,-8,18

# Next section (three carried over from the part before).
SMILES,TAAR1 antagonist,M1 PAM parental,OXTR ag,M1 ag parental,CHO parental Ca,CHO-K1 Ca antag,V1aR counter,OXTR potentiator,GPR7 antag
Cc1cc(C)cc(C(=O)NCC(=O)OCC(=O)NCC(F)(F)F)c1,-12,24,-1.2,-0.5,-9,-20,-0.5,2,0
COc1ccccc1CCNC(=O)C1CCCO1 (stereo unspecified),13,-8,1.1,-0.6,1,7,-0.2,-6,-12
CCOc1ccc(Br)cc1CC(=O)O,-1,6,-0.7,-0.1,-24,-3,-0.4,-8,18
CN(C)c1nccc(N(Cc2ccccc2)Cc2ccccc2)c1C#N,33,7,0.1,0.5,-40,-10,1.3,-12,-7
COc1ccc(NC(=O)c2cc(C3CCCCN3S(=O)(=O)c3cn(C)cn3)on2)c(C)c1 (stereo unspecified),-5,19,nt,0.3,nt,0,nt,nt,nt
CCCC(=O)NC(=S)Nc1ccccc1C(=O)OC,-13,-7,-1.0,-0.3,-13,10,-0.6,-14,9
CCOc1cc(NC(=O)c2ccco2)c(OCC)cc1NC(=O)CCc1ccccc1OC,27,9,-1.7,0.9,-10,-8,-1.1,-8,-17

# In a second layout: results already given.
CCCC(=O)NC(=S)Nc1ccccc1C(=O)OC
- TAAR1 antagonist: -13
- M1 PAM parental: -7
- OXTR ag: -1.0
- M1 ag parental: -0.3
- CHO parental Ca: -13
- CHO-K1 Ca antag: 10
- V1aR counter: -0.6
- OXTR potentiator: -14
- GPR7 antag: 9
CCOc1cc(NC(=O)c2ccco2)c(OCC)cc1NC(=O)CCc1ccccc1OC
- TAAR1 antagonist: 27
- M1 PAM parental: 9
- OXTR ag: -1.7
- M1 ag parental: 0.9
- CHO parental Ca: -10
- CHO-K1 Ca antag: -8
- V1aR counter: -1.1
- OXTR potentiator: -8
- GPR7 antag: -17

# Source: PubChem BioAssay
